FEN1 inhibitor = blocks human flap endonuclease 1; AID 588795; 0.35% of 390,000 active; P39748; Recombinant FEN1 flap cleavage, fluorescence, 15 min; Potency, µM (doses to about 114 µM), without a hit: top-dose activity change, negative = inhibition, most hits filed as inhibitors; further: nearly all actives have a fitted effect of over 65% in size
Target sequence (P39748 whole entry, looked up): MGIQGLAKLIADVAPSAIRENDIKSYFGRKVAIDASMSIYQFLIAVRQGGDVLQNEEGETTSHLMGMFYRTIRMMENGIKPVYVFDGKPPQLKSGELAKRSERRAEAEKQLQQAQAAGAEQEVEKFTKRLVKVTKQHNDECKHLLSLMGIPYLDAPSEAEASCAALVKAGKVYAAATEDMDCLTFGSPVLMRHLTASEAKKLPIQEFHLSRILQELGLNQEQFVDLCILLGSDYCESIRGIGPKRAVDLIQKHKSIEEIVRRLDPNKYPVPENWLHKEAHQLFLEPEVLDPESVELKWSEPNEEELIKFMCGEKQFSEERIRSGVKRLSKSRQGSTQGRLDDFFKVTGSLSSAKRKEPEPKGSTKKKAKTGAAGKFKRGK
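Potency values derive from four-parameter Hill fits of normalized qHTS data. The reaction used 10 nM FEN1 preincubated 15 min at room temperature with compound, then 50 nM DNA substrate, read at 0 and 15 min.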
TDP1 cell CPT = DT40-hTDP1 cell growth loss with CPT; chicken DT40 Tdp1-/-;hTDP1 cells + 20 nM CPT, ATP luminescence, 48 h; Potency, µM (series often up to 46.2 µM), inactives show at the top dose activity change, negative = growth inhibition, most hits filed as inhibitors; 12% of 420,000 active; AID 686979; further: nearly all actives have a fitted effect of over 55% in size
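Chicken DT40 Tdp1-/- cells complemented with human TDP1, 400 cells/well, exposed to compounds plus 20 nM camptothecin for at least 48 h at 37 C; viability read as ATP content by CellTiter-Glo luminescence.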
N370S GC mod = inhibits or activates N370S mutant glucocerebrosidase | 0.092% of 330,000 active | P04062 | AID 2101 | Potency, µM (series often up to 59.4 µM), for the others: at the highest dose activity change, negative = inhibition, actives largely listed as inhibitors | N370S GC spleen homogenate, 4MU-glucoside fluorescence;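 further: 0% = full enzyme activity and -100% = no enzyme basal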
Starred values were filed as active, the others as inactive; ? = inconclusive; . = no result given; & = joins results of further samples; [ ] = dose if it differs, or a comment. The call rests on the fitted dose curve; in most records, active means well fitted curve in the direction sought with a large enough effect; inconclusive means small, poorly fitted or top-dose-only effect, or another doubt; inactive means no such curve, though single readings can be large; an effect the other way counts as inactive or inconclusive. Unless noted, on the % scale 0 is the no-effect control and ±100 the full control effect; potency means the concentration at half of the fitted maximal effect. Not all compounds are listed, so the mix of outcomes need not match the whole.

SMILES,FEN1 inhibitor,N370S GC mod,TDP1 cell CPT
C=C1C2[C@H](OC(C)=O)[C@@H]3CC(=O)[C@]4(C)OC[C@@]3(C)[C@@]4(O)[C@@H](OC(C)=O)[C@H](OC(C)=O)[C@@]2(COC(=O)c2ccccc2)[C@@H](OC(C)=O)C[C@@H]1O (stereo partly drawn),22.4%,0.6%,?
OCCCBr,.,2.0%,5.4%[92.5 µM]
Cc1cccc(N2C(=O)NC(=O)/C(=C\c3ccc4c(c3)CCCN4Cc3ccccc3)C2=O)c1,-18.3%,6.0%,?
CCOC(=O)C(NS(=O)(=O)c1ccc(C)cc1)(C(F)(F)F)P(=O)(OCC(C)C)OCC(C)C (stereo not drawn),-5.8%,-13.3%,?
COc1cc(/C=C/[N+](=O)[O-])ccc1OC(=O)c1cccnc1,1.0%,-3.2%,3.26µM*
O=C(COc1ccc(Br)cc1)N1CCN(C2CCCC2)CC1,-13.7%,2.1%,-7.8%
CC(=NCCCO)c1c(O)[nH]c(=O)[nH]c1=O,-4.8%,9.1%,2.7%
COCCO[C@H]1CC[C@@]2(C)C(=CCC3C2CC[C@@]2(C)C3CC[C@]2(C)O)C1 (stereo partly drawn),7.3%,.,?

Entries listed so far with bromine:
SMILES,FEN1 inhibitor,N370S GC mod,TDP1 cell CPT
OCCCBr,.,2.0%,5.4%[92.5 µM]
O=C(COc1ccc(Br)cc1)N1CCN(C2CCCC2)CC1,-13.7%,2.1%,-7.8%

Next part:
SMILES,FEN1 inhibitor,N370S GC mod,TDP1 cell CPT
NCC(CP(=O)(O)O)c1ccc(Cl)cc1 (stereo not drawn),.,5.7%&20.3%,-3.6%
Fc1ccc(C[n+]2c(-c3ccccc3)cc(-c3ccccc3)cc2-c2ccccc2)cc1,9.2%,-19.9%,1.16µM*
CN(C)CC1CSCCC1(O)c1ccc(C(F)(F)F)cc1 (stereo not drawn),-2.5%,-20.4%,-2.0%
COc1cccc(CCNCc2ccc(SC)cc2)c1,11.7%,-6.7%,-26.5%
Cc1cc(OCC(=O)OC(C)C)c2c3c(c(=O)oc2c1)CCCC3,-15.5%,13.0%,-7.2%
OC(CCNCCc1c[nH]c2ccccc12)C(F)(F)Cl (stereo not drawn),1.6%,-6.7%,8.5%
CCN(CC)C(=O)c1ccc(NC(=O)COc2ccc([N+](=O)[O-])cc2Cl)cc1,14.4%,3.8%,?
C=C1C(=O)O[C@H]2C[C@@H](C)[C@@H]3C=CC(=O)[C@@]3(C)C[C@H]12,1.1%,-0.2%,1.03µM*
CCCCn1c(O)c(C(CC)=NCc2cc(OC)cc(OC)c2)c(=O)[nH]c1=O,-1.7%,?,?
COc1cccc(NC(=O)CCc2nc(-c3ccc(C(C)(C)C)cc3)no2)c1,-4.5%,.,?
CCOP(=S)(OCC)Oc1cc(C)oc(=O)c1Cl,16.4%,0.7%,?
CCN1CCN(c2nc3c(c(=O)[nH]2)CCC3)CC1,-0.6%,1.6%,?
CCCC[N+]12CCC(CC1)C(=C(c1ccccc1)c1ccccc1)C2,1.9%,-12.4%,4.61µM*
CC12CCC3C(CCC4CC(=O)OCC43C)C1CCC2O (stereo not drawn),13.0%,.,2.6%
S=P(NCCNP(=S)(N1CC1)N1CC1)(N1CC1)N1CC1,8.7%,.,-58.9%
Nc1nonc1C(=O)N/N=C/c1ccc([N+](=O)[O-])o1,-25.8%,2.5%,7.31µM*
COc1cc(C2c3cc4c(cc3C(O)C3COC(=O)C23)OCO4)cc(OC)c1OC (stereo not drawn),-0.3%&12.2%,.,0.013µM*
O=C1CC(=O)N(Cc2ccccc2)C(=S)N1,-0.6%,-3.2%,-7.4%
CC(=O)C1(O)CCC2C3CCC4=C(Cl)C(=O)CCC4(C)C3CCC21C (stereo not drawn),-16.4%,.,?
COc1cc2c3cc1Oc1c(OC)c(OC)cc4c1[C@@H](Cc1ccc(O)c(c1)Oc1ccc(cc1)C[C@@H]3N(C)CC2)N(C)CC4,.,-21.0%,?
COC1C(O)C(OC2CC[C@]3(C=O)C4C(OC(C)=O)C[C@@]5(C)C(C6=CC(=O)OC6)CC[C@]5(O)C4CC[C@]3(O)C2)OC(C)C1OC(C)=O (stereo partly drawn),.,3.6%,8.8%
COC(=O)[C@@H](Cc1ccccc1)N(Cc1ccccc1)S(=O)(=O)N(Cc1ccccc1)[C@H](Cc1ccccc1)C(=O)OC,-3.8%&2.4%,.,23.1µM*
O=C(COC(=O)Cc1ccccc1)NC(=O)NC1CCCCC1,0.8%,-6.3%,-21.1%
CCOC(=O)c1ccc(N2C(=O)c3n[nH]c(-c4cccs4)c3C2c2ccc(Cl)cc2Cl)cc1 (stereo not drawn),-2.6%,.,?
COc1ccc(NC(=O)CSc2nc(-c3ccco3)cc(C(F)(F)F)n2)cc1OC,17.0%,.,1.46µM*
O=c1[nH]c(=O)n(C2CCCCCC2)c(O)c1C=NCCCN1CCOCC1,-12.4%,-13.7%,-2.7%
O=C(c1ccc(N2CCCCCC2)c([N+](=O)[O-])c1)N1CCC2(CC1)OCCO2,-0.2%,-2.0%,?
Cc1ccc(Cn2c(C)c3cnn(CC(=O)N4CCC5(CC4)OCCO5)c(=O)c3c2C)cc1,-1.1%,3.8%,20.6µM*
CC(=O)c1cc(C(C)=O)c(C)[n+](C)c1C,1.2%,-8.2%,-0.7%
O=C(CSC1c2ccccc2-c2ccccc21)N/N=C/c1ccc(C(=O)O)cc1,11.7%,24.4%,5.5%
O=C1NC(=O)C(=Cc2ccc(-c3ccccc3[N+](=O)[O-])o2)C(=O)N1,?,-8.5%,7.31µM*
CC(=O)Nc1ccc(OC(=O)N(C)c2ccccc2)cc1,-12.1%,-0.2%,11.1%
C[C@H](NC(=O)N1C[C@H]2C[C@@H](C1)c1cccc(=O)n1C2)C(=O)Nc1ccc(F)c(F)c1,26.8%,2.3%,6.8%
CN1C(=O)N(C)C(=O)C2(Cc3cc([N+](=O)[O-])ccc3N3CCN(C(=O)c4ccccc4)CC32)C1=O (stereo not drawn),3.8%,-14.2%,7.6%
O=C(Oc1ccccc1)N1CCC2(CCN(Cc3ccncc3)CC2)CC1,.,-3.5%,0.0%
O=P(O)(O)CN1CCNCCN(CP(=O)(O)O)CCNCC1,-7.1%,.,6.51µM*
Cc1ccc(-n2c(O)c(C=Nc3ccccc3N)c(=O)[nH]c2=O)cc1C,4.7%,-3.4%,?
CC(Cc1ccccc1)/[N+]([O-])=C\c1ccc(C(F)(F)F)cc1 (stereo not drawn),-6.1%,-17.1%,?
COc1cc2c(cc1OC)-c1c(OC)c(OC)c(CO)c3c1C(C2)N(C)CC3 (stereo not drawn),.,-10.7%,4.3%
O=c1[nH]cnc2nc(-c3ccc(N(CCCl)CCCl)cc3)[nH]c12,-12.3%,.,?
CN1CCN(C(=O)O[C@@H]2c3nccnc3C(=O)N2c2ccc(Cl)cn2)CC1,.,9.2%,6.2%
O=C(COc1ccccc1)N1CCN(C2CC3CCC2C3)CC1 (stereo not drawn),6.9%,-10.6%,-3.6%
CCN(CC)C(=O)Oc1cc2c(-c3cc4cccc(OC)c4o3)cc(=O)oc2cc1C,-1.2%,-5.6%,16.4µM*
COc1ccc(-n2c(=O)[nH]c3ccccc3c2=O)cc1,-1.8%,0.9%,-15.7%
Cn1cc(/C=C2\C(=O)NC(=O)N(c3ccccc3)C2=O)c2ccccc21,-1.8%,-0.7%,-27.6%
O=C(Nc1ccc(F)cc1F)c1cccn(Cc2ccccc2)c1=O,-19.4%,12.3%,-0.4%
Nc1ncn[nH]1,-12.0%,3.2%,?
C/C(=N\Nc1ccccc1)c1c(O)n(-c2ccccc2)c(=O)[nH]c1=O,-1.2%,12.6%,7.8%
O=c1[nH]c(=S)n(CCC2=CCCCC2)c(O)c1/C=N/N1CCOCC1,-17.7%,5.1%,1.0%
Cc1cc(Cl)ccc1C(=O)C1CCCN(Cc2ccon2)C1 (stereo not drawn),15.5%,-14.1%,?
Cc1cc(/C=C/c2cccc3sc(C)[n+](CCCCI)c23)ccc1N(CCCl)CCCl,?,.,2µM*
Cc1nc2ccccc2c(=O)n1-c1ccccc1C(F)(F)F,-2.0%,-26.1%,-15.0%
COc1c(O)ccc2c1-c1c3c(cc4c1C(C2)N(C)CC4)OCO3 (stereo not drawn),-6.7%,-1.3%,1.1%
O=C1NC(=O)N(c2ccccc2)C(=O)/C1=C/c1ccoc1,?,-8.9%,?
Cn1c(O)c(N=Nc2cccc(S(=O)(=O)N3CCOCC3)c2)c(=O)n(C)c1=O,-0.5%,-2.7%,-4.6%
Cc1cc(N2CCOCC2)ccc1/C=C1\C(=O)NC(=O)N(c2ccccc2)C1=O,5.4%,-16.0%,-30.8%

Carrying on.
SMILES,FEN1 inhibitor,N370S GC mod,TDP1 cell CPT
CC(=O)c1c(C)n(Cc2ccccc2Cl)c2ccc(O)cc12,-4.0%,1.9%,?
Cc1cc(/C=C/c2ccnc3ccccc23)ccc1N(CCCl)CCCl,-33.0%,.,?
O=C(O)Cn1cc(/C=C2\C(=O)NC(=O)N(Cc3ccco3)C2=O)c2ccccc21,79.4µM*,-10.2%,0.731µM*
COP(=O)(/C=C(\Cl)c1ccccc1)/C=C(\Cl)c1ccccc1,15.1%,0.8%,-24.3%
COc1ccc(C(=O)C2CCCN(C3CSCCSC3)C2)c(OC)c1 (stereo not drawn),-15.6%,-1.5%,?
Cc1ccc2c(c1)C1CN(C)CCC1N2C(=O)Cn1cnc2c1c(=O)n(C)c(=O)n2C (stereo not drawn),1.5%,6.2%,-4.6%
CCN(CC)CCCC(C)N=C(c1ccccc1)c1c(O)n(C)c(=O)n(C)c1=O (stereo not drawn),0.9%,1.2%,-21.2%
O=C(CN1CCCCC1)c1ccccc1,7.6%,.,-26.7%
COc1ccc(CNC(=O)C2CCN(c3nc(OC)nc(OC)n3)CC2)cc1,-2.5%,.,?
ClC1=C(Cl)C2(Cl)C3C4C=CC(C4)C3C1(Cl)C2(Cl)Cl (stereo not drawn),.,12.4%&-2.9%,-8.0%
CC(=NCCN1CCCCC1)c1c(O)n(-c2ccccc2)c(=O)[nH]c1=O,-2.7%,9.8%,6.5%
CCOC(=O)CSCCOc1ccc(C=C2C(=O)NC(=O)NC2=O)cc1OC,-21.4%,-3.8%,-3.4%
CNNC,.,-6.7%,-24.8%
CCCCC1(CN2CCCC2=O)C(=O)NC(=O)NC1=O,-7.7%,5.1%,10.2%
C[n+]1ccc(-c2ccccc2)c2ccccc21,-1.4%,9.0%,2.31µM*
Cc1ccnc(-n2c(-c3ccccc3)nc3ccccc3c2=O)c1,-1.6%,3.8%,-17.9%
O=C1NC(=O)N(c2ccc(Br)cc2)C(=O)/C1=C/c1ccsc1,?,2.5%,-27.5%
COc1ccc(C(=O)C2CN(C)CC2c2ccc(Cl)cc2)cc1 (stereo not drawn),-5.2%,?,18.4µM*
COc1ccc(-n2c(O)c(/C=C/C=Nc3ccccc3)c(=O)[nH]c2=O)cc1,-28.5%,-22.4%,3.6%
Cc1ccccc1CN1CCN(C(=O)Cc2ccccc2)CC1,10.6%,-7.4%,-7.1%
c1ccc(C2CC3CC4(CCCC4)N2O3)cc1 (stereo not drawn),6.3%,5.1%,-0.5%
CC(C)(C)C(=O)Nc1ccc(S(=O)(=O)N2CC3CC(C2)c2cccc(=O)n2C3)cc1 (stereo not drawn),-1.5%,-4.8%,4.3%
C[C@@H](N)Cc1cnc[nH]1,-8.7%,1.6%&2.5%&-9.4%,?
Cc1nn(C2CCOC(C)(C)C2)c2c1C(c1ccc3c(c1)OCO3)SCC(=O)N2 (stereo not drawn),-0.3%,5.5%,-2.7%
O=C(CCc1nc(-c2ccccc2F)no1)N1CCC2(CC1)OCCO2,6.7%,-4.0%,-1.6%
Cc1ccccc1N1CCN(Cc2ccc3c(c2)OCO3)CC1,-6.0%,1.6%,?
C=C(Cl)CSC(=S)N(CC)CC,-5.9%,?,5.17µM*
COc1ccc(/C=C2\C(=O)NC(=O)N(CCC3=CCCCC3)C2=O)c(OC)c1,?,11.7%,-4.3%
Cc1ccc(Nc2nnc(-c3ccc(C)c(S(=O)(=O)NCc4nc5ccccc5[nH]4)c3)c3ccccc23)cc1,-11.7%,.,?
CCOCCc1c(O)[nH]c(=S)[nH]c1=O,7.1%,-10.2%,-0.3%
COc1ccc(/C=C2\C(=O)NC(=O)N(Cc3ccccc3)C2=O)c(OC)c1OC,?,19.6%,-9.9%
CC(=O)OC1C2C(OC(=O)Cc3ccccc3)C(C)CC2(OC(C)=O)C(=O)/C(C)=C/C2C(CC[C@@]13CO3)C2(C)C (stereo partly drawn),.,-0.7%,16.6%

Source: PubChem
